# NS3 helicase inh: inhibitors of HCV NS3 helicase, primary screen, biochemical, Cy5 molecular beacon fluorescence; Hepatitis C virus NS3 helicase; 0.56% of 290,000 active; NS3 helicase DNA unwinding; inhibition, % at 10.9 µM;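 active = inhibition above the mean of all tested compounds plus 3 SD, set per campaign, cut at about 35% in these data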;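 also: 0% = DMSO wells and 100% = thioflavine S control wells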
#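 Material: hepatitis C virus NS3 helicase domain fragment enzyme; measured by: Cy5 fluorescence, 0 and 60 min reads; control set: DMSO and thioflavine S; incubation: 60 min unwinding reaction at 25 °C after ATP addition; read-out basis: % inhibition from 60/0 min fluorescence ratio, DMSO 0%, thioflavine S 100%; repeats: singlicate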
# IMP-1 inhibitor: IMP-1 metallo-beta-lactamase inhibitors, primary screen, biochemical, epi-absorbance readout, Pseudomonas aeruginosa enzyme; inhibition, % at 5.6 µM; 0.45% of 290,000 active; AID 1556, 2009; metallo-beta-lactamase IMP-1 (Pseudomonas aeruginosa); purified IMP-1, nitrocefin hydrolysis, epi-absorbance fluorescence;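 active = inhibition above the mean plus 3 SD of all compounds in the same screening run, cut at about 4.5% in these data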;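 also: 0% = IMP-1 with DMSO and 100% = DMSO wells lacking enzyme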
#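 System: Purified IMP-1 | Read-out basis: Percent enzyme inhibition | Controls: IMP-1 with DMSO as 0%, enzyme-free DMSO as 100% | Replicates: One well per compound | Doses: 5.6 µM nominal single concentration | Detection: Epi-absorbance fluorescence, 480 nm excitation, 530 nm emission | Incubation: 25 °C, 15 min preincubation, 25 min reaction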
# p-CIP stab down: p/CIP-EGFP fusion destabilizers, primary screen, fluorescence, F442A cells; Q05BA5; 0.01% of 290,000 active; 16 h; decrease of EGFP signal, % at 10 µM; AID 1984, 2009;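 active = EGFP signal decrease of at least 30% at 10 µM or well 3 SD below plate mean, unless failing retest; inactive = the rest, including hits failing retest or dose response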; also: some compounds called inactive have numbers as strong as hits; many of its hits are not listed in these tables
# IDE act: human IDE activators in live cells, primary screen, fluorescence polarization, HEK cells, FAbeta-B substrate; Insulin-degrading enzyme (Homo sapiens), P14735; FAbeta-B cleavage; 0% vehicle, 100% cell-free pure enzyme wells; activation, % at 5.96 µM; 0.073% of 340,000 active; AID 493087, 2011;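 active = activation above the mean of all tested compounds plus 3 SD, set per screening campaign, cut at about 17% in these data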
# VIM-2 inhibitor: VIM-2 metallo-beta-lactamase inhibitors, primary screen, biochemical, epi-absorbance readout, Pseudomonas aeruginosa enzyme | purified VIM-2, nitrocefin hydrolysis, epi-absorbance fluorescence | inhibition, % at 5.6 µM | 0.89% of 290,000 active | AID 1527, 2009;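 active = inhibition above the mean of all tested compounds plus 3 SD, cutoff set per screening run, cut at about 7.5% in these data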;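 also: red hydrolysis product quenches plate fluorescence so inhibitors raise well fluorescence; 0% = enzyme with DMSO and 100% = DMSO without enzyme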
# UBC9 SUMO inh: inhibitors of in vitro SUMOylation cascade, primary screen, biochemical, HTRF, uHTS. SUMO-conjugating enzyme UBC9 (Homo sapiens), P63279. HTRF SUMOylation assay, SAE1/SAE2 + UBC9. inhibition, % at 35 µM. 0.36% of 290,000 active. AID 2006, 2009; in the data active = inhibition above about 50%, passing the limit was not always enough; also: strong numbers were not always called active
# Target sequence (P63279 whole entry, looked up): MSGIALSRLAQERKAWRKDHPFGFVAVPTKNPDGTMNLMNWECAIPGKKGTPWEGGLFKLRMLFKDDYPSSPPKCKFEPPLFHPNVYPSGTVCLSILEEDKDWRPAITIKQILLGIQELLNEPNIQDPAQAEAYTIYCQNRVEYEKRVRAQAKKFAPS
# FID counter: compounds displacing fluorescent DNA intercalator, primary screen, artefact control for HCV NS3 helicase inhibitor project, biochemical, FID fluorescence; DNA fluorescent intercalator displacement; inhibition, % at 7.9 µM; 0.17% of 290,000 active; in the data active = inhibition above about 37%;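 also: 0% = vehicle and 100% = reference compound; higher means more ethidium bromide displaced from hairpin DNA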
# MEKK3 PB1 HTS: modulators of MEKK3-MEK5 PB1 binding, primary screen, biochemical, wildtype MEKK3, multiplex bead flow cytometry, Alexa488-MEK5; Mitogen-activated protein kinase kinase kinase 3 (Homo sapiens), Q99759; bead-based flow cytometry, Alexa488-MEK5 binding to MEKK3; actives lie on both sides; 0 = blocked by unlabeled MEK5, 100 = vehicle; binding response (% of control), % at 10 µM; 1.4% of 290,000 active; AID 1529, 2009;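 active = binding response more than 3 SD above or below the average of its plate-row segment, actives on both sides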;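 also: Alexa488 bead fluorescence after subtracting the streptavidin-only scavenger bead signal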
# Target sequence (Q99759 whole entry, looked up): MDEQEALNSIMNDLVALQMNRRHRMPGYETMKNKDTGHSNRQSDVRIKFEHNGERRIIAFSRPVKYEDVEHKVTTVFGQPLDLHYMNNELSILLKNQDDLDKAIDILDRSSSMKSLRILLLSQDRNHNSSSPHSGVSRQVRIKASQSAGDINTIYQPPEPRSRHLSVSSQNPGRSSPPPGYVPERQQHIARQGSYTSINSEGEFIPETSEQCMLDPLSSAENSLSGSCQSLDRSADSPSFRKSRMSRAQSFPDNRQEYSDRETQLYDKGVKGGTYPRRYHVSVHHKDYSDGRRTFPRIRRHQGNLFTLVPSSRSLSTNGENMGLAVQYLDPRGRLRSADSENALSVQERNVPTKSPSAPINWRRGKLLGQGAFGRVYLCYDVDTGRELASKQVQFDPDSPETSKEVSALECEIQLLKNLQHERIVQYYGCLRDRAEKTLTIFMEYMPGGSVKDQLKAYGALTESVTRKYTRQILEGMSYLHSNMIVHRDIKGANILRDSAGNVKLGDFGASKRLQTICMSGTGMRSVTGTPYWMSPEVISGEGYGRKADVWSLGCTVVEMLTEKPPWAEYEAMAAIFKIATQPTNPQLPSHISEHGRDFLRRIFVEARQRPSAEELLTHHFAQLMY
# PHOSPHO1 inh: PubChem AID 1565; Phosphoethanolamine/phosphocholine phosphatase (Homo sapiens), Q8TCT1; recombinant PHOSPHO1, absorbance phosphatase assay; inhibition, % at 13.3 µM; 1.1% of 290,000 active; in the data active = inhibition above about 60%
# Target sequence (Q8TCT1 whole entry, looked up): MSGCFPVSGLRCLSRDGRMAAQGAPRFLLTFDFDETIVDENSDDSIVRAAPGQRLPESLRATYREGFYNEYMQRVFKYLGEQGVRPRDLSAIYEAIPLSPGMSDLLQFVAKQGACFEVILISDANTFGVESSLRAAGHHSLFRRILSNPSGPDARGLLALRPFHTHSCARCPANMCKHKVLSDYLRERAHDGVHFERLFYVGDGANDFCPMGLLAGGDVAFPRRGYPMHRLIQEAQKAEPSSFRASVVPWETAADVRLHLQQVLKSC
# Active calls of the source: *; nt = no result given. These rows are one share of the data; count on the stated rates, not on these rows.
Structure,NS3 helicase inh,IMP-1 inhibitor,p-CIP stab down,IDE act,VIM-2 inhibitor,UBC9 SUMO inh,FID counter,MEKK3 PB1 HTS,PHOSPHO1 inh
COc1c(O)ccc(C2NC(=O)NC(C)=C2C(=O)Nc2ccccc2C)c1[N+](=O)[O-] (stereo unspecified),15,-3.1,1,4,-2.4,10,0,107,2
CCCCn1c(N)c(N(Cc2ccccc2OC)C(=O)C(C)C)c(=O)[nH]c1=O,-1,-0.6,-11,-1,0.5,-6,-5,92,30
Cn1nc([N+](=O)[O-])nc1Sc1cccc2cccnc12,5,1.2,-7,-5,0.4,-9,1,100,49
O=C(NCCc1ccccn1)c1ccc2nc(Cc3ccccc3F)oc2c1,10,-2.0,-9,4,-2.9,12,-31,106,38
CC1Sc2ccc(S(=O)(=O)N3CCC(C(=O)N(C)Cc4ccco4)CC3)cc2NC1=O (stereo unspecified),4,-3.9,-4,-3,-2.8,6,-57,98,60
CCOP(=O)(OCC)c1nc(-c2ccc(C)cc2)oc1N1CCOCC1,17,-0.8,nt,0,2.2,nt,-24,108,nt
Cc1cc(=O)oc2cc(OCC(=O)Nc3ccc(N4CCC(C)CC4)cc3)ccc12,-14,-3.0,-12,-9,-3.8,12,-21,100,27
Cc1nnsc1-c1c(C(=O)N2CCOCC2)c(C)nn1-c1ccc(Cl)cc1,-4,-2.8,-16,1,-2.8,10,-8,95,44
O=C(CSc1nnc(-c2ccccc2Br)o1)N1CCN(C(=O)c2ccco2)CC1,-3,-3.4,-6,-7,-0.7,6,-28,106,12
COc1ccc(C(=O)Nc2cc(C(F)(F)F)ccc2-n2cncn2)cc1,0,-2.8,2,-1,-3.4,-14,-2,nt,12
Cc1cccc(NS(=O)(=O)c2ccc3nc(-c4ccccc4)[nH]c3c2)c1C,-8,-4.6,-17,3,1.1,18,-4,95,-1
O=C1CCCN1CC(O)CS(=O)(=O)c1ccc(Cl)cc1 (stereo unspecified),-5,-3.3,-2,8,-2.6,0,-3,94,24
CCOc1ccccc1OCCn1ncc2ccc(OC)c(OC)c2c1=O,-5,-1.4,6,4,1.3,15,-16,100,4
O=C(Nc1ccc(Cl)cc1)c1cc(S(=O)(=O)Nc2ccccn2)ccc1Cl,1,-1.8,-1,-2,-2.9,4,-17,101,36
Cc1nnc(NC(=O)c2ccc(C)c(S(=O)(=O)N3CCOCC3)c2)s1,3,-3.6,2,-5,-2.4,-4,0,103,-13
CCCOc1ccc(-c2c(C(=O)N/N=C/c3ccsc3)nnn2-c2nonc2N)cc1,-3,-2.1,5,1,-6.6,nt,-14,98,36
Cc1ccc(C)c(OCCSc2nnc(C)c(=O)[nH]2)c1,11,-2.1,2,1,-0.5,-4,-6,106,32
CCOc1ccc2nc(COC(=O)c3ccco3)c(C(C)=O)[n+]([O-])c2c1,3,-1.4,7,4,-3.3,-8,1,106,27
Oc1cnn(-c2ccccc2)c1,-9,-1.9,-3,1,-3.3,-3,0,107,-20
CCn1c(C)c(C(C)=O)cc(C#N)c1=O,-3,-1.3,3,5,-0.5,17,0,104,48
COCCn1ccc(O)c(Cc2ccc(Cl)cc2)c1=O,6,-2.8,3,-6,-4.2,1,-3,107,6
CC(=O)OC1C(OC(C)=O)N(C(C)=O)C(=O)N1C(C)=O (stereo unspecified),1,0.3,-3,0,-2.1,-12,0,nt,0
OC(COc1ccc2ccccc2c1)Cn1ccnc1 (stereo unspecified),-11,-1.8,4,4,-2.6,9,18,111,6
COc1cccc(NC(=O)c2nnn(CC(=O)Nc3cc(C)cc(C)c3)c2N)c1,-10,-0.3,1,8,-0.4,13,-12,99,32
O=C(Nc1ccc(Cl)cc1C(=O)Nc1ccncc1)c1ccco1,0,-2.6,3,1,8.2*,-11,-5,101,-24
Cc1c(OCC(=O)NCCN2CCOCC2)ccc2c1oc(=O)c1ccccc12,-1,-2.0,-7,-7,28*,20,6,102,-9
CCN(CC(=O)NCc1ccc(F)cc1)C(=O)COc1ccc2ccccc2c1,5,-2.4,2,3,-2.1,-5,-22,101,4
O=C(NC1(C(F)(F)F)C(=O)Nc2c1c(=O)[nH]c(=O)n2-c1ccc(F)cc1)c1cccnc1 (stereo unspecified),-14,-2.5,-10,0,-3.6,-2,2,98,33
CCOc1cc(NS(=O)(=O)CC)c(OCC)cc1NC(=O)c1ccco1,-5,-3.9,4,2,0.6,4,-16,99,10
C/C(=N\Nc1cc(C)nc(-c2ccccc2O)n1)c1ccccc1O,-4,-4.7,-13,3,-6.0,-2,1,105,-6

# (list continues)
Structure,NS3 helicase inh,IMP-1 inhibitor,p-CIP stab down,IDE act,VIM-2 inhibitor,UBC9 SUMO inh,FID counter,MEKK3 PB1 HTS,PHOSPHO1 inh
Cc1nc(N2CCC(C)CC2)c2c(C)c(C(=O)Nc3cc(F)ccc3C)sc2n1,4,-1.5,0,4,-3.5,0,4,98,28
COc1ccc(NC(=O)c2cc3ccccc3cc2O)cc1,21,1.1,-1,2,0.2,24,-11,103,48
CC1CCCC(C)N1C(=O)Cn1cc(C#N)c2ccccc21 (stereo unspecified),9,-1.5,-24,nt,-2.7,13,-7,101,32
Cc1cc(C)n2c(=S)[nH]nc2n1,6,-2.8,2,-26,11*,19,-2,106,96*
CCCC1NC(=S)NC(C)=C1C(C)=O (stereo unspecified),3,-5.5,11,-3,-1.9,18,-3,102,0
CCCSc1nnc2c(n1)OC(c1cccn1C)N(C(C)=O)c1ccccc1-2 (stereo unspecified),-3,-1.2,-3,7,-2.1,7,0,102,14
CSc1ccc(S(=O)(=O)N2CCC(C(=O)NC3CC3)CC2)cc1,-5,-1.4,3,-2,-2.2,6,-9,101,45
Nc1nc2ccc(-c3nc4ccccc4o3)cc2s1,6,-0.6,-2,10,-2.6,6,-1,96,9
OCCN(CCO)Cc1ccc(Br)cc1,1,-2.8,-3,4,-2.7,4,-7,99,6
CCN(CC)CCN(CC(=O)N(C1CCCCC1)C1CCCCC1)C(=O)c1ccco1,-14,-2.4,-5,5,-1.1,10,11,104,6
CCOc1ccc(NC(=O)Cn2cncc2-c2ccc([N+](=O)[O-])cc2)cc1,17,-1.9,-13,4,-2.6,15,7,100,-11
CC(Sc1nc2c([nH]c3ccccc32)c(=O)n1C)c1ccccc1 (stereo unspecified),9,-2.0,2,3,0.2,9,4,120,-15
Cn1nc(-c2ccc(Cl)cc2)c2cc(C(=O)N3CCN(c4ccccn4)CC3)sc21,29,-1.7,-5,0,-4.2,4,-3,104,0
COC(=O)/C=C/c1ccccc1S(=O)(=O)N(Cc1ccccc1)Cc1ccco1,nt,nt,-2,0,nt,12,nt,106,18
CCN1CCCC1CNC(=O)CSc1cc(=O)n(CC)c2ccccc12 (stereo unspecified),-7,-2.1,-10,-2,1.1,-26,8,107,8
CC1CCN(C(NC(=O)c2ccco2)C(=O)c2ccccc2)CC1 (stereo unspecified),-1,-1.1,-20,2,-3.8,-4,-2,109,-18
O=C(NC(=S)Nc1ccc(C(F)(F)F)cc1)c1csnn1,16,-0.8,-17,-1,-1.3,0,-11,101,-40
C=CCc1cccc(/C=N/n2cnnc2)c1O,-1,0.0,-12,6,-0.9,-2,-3,102,10
O=C(Nc1ccc(Cl)cc1F)c1cccc2ccccc12,5,-0.1,7,-1,-1.9,5,-7,103,nt
CCOc1ccc(S(=O)(=O)/N=C(/Nc2ccc(OC)cc2)c2ccccc2)cc1,-13,-1.1,-3,1,-3.3,0,-39,101,18
O=C1Oc2ccccc2C(=O)/C1=C\N1CCN(c2ccccc2)CC1,-4,-0.4,-2,1,0.6,20,-3,91,11
O=[N+]([O-])c1ccc2c(c1)N([O-])C1(CCCCC1)[N+]2=O,27,-3.3,4,nt,-4.0,54*,-8,99,8
CC1CCN(Cc2nnnn2CCCC(=O)NCC(C)(C)N2CCOCC2)CC1,-4,-0.9,4,1,-2.0,9,-5,99,10
Cc1noc(C)c1COc1ccc(C(=O)Nc2ccccn2)cc1,4,-2.4,-3,0,-3.6,-5,-15,104,46
CC(=O)NNC(=O)c1[nH]c2ccc(Br)cc2c1-c1ccccc1,-18,-2.3,-16,-4,-1.3,-7,-13,103,39

# Whole records, looked up by structure. Values in the order: NS3 helicase inh | IMP-1 inhibitor | p-CIP stab down | IDE act | VIM-2 inhibitor | UBC9 SUMO inh | FID counter | MEKK3 PB1 HTS | PHOSPHO1 inh
# Results for CC1CCCC(C)N1C(=O)Cn1cc(C#N)c2ccccc21 (stereo unspecified) → 9 | -1.5 | -24 | nt | -2.7 | 13 | -7 | 101 | 32
# Results for CCOc1ccc2nc(COC(=O)c3ccco3)c(C(C)=O)[n+]([O-])c2c1 → 3 | -1.4 | 7 | 4 | -3.3 | -8 | 1 | 106 | 27
# Results for COc1cccc(NC(=O)c2nnn(CC(=O)Nc3cc(C)cc(C)c3)c2N)c1 → -10 | -0.3 | 1 | 8 | -0.4 | 13 | -12 | 99 | 32

# Ordered by value in p-CIP stab down (descending): six of the compounds above.
canonical_smiles	NS3 helicase inh	IMP-1 inhibitor	p-CIP stab down	IDE act	VIM-2 inhibitor	UBC9 SUMO inh	MEKK3 PB1 HTS	PHOSPHO1 inh
CCCOc1ccc(-c2c(C(=O)N/N=C/c3ccsc3)nnn2-c2nonc2N)cc1	-3	-2.1	5	1	-6.6	nt	98	36
CCOc1cc(NS(=O)(=O)CC)c(OCC)cc1NC(=O)c1ccco1	-5	-3.9	4	2	0.6	4	99	10
CCOc1ccc(S(=O)(=O)/N=C(/Nc2ccc(OC)cc2)c2ccccc2)cc1	-13	-1.1	-3	1	-3.3	0	101	18
Cc1c(OCC(=O)NCCN2CCOCC2)ccc2c1oc(=O)c1ccccc12	-1	-2.0	-7	-7	28*	20	102	-9
Cc1cccc(NS(=O)(=O)c2ccc3nc(-c4ccccc4)[nH]c3c2)c1C	-8	-4.6	-17	3	1.1	18	95	-1
CC1CCN(C(NC(=O)c2ccco2)C(=O)c2ccccc2)CC1 (stereo unspecified)	-1	-1.1	-20	2	-3.8	-4	109	-18

# Screens: PubChem BioAssay, several laboratories
